Bioassay records deposited in PubChem BioAssay by several laboratories.
MgcRacGAP inhibition = MgcRacGAP GTPase-activating activity inhibitors, confirmation, biochemical, ADP Hunter fluorescence. 340,000 tested, 0.6% active. one-dose inhibition, % at 30 µM; IC50 in µM for titrated hits. MgcRacGAP-stimulated Rac1 GTP hydrolysis, ADP Hunter fluorescence; higher % means a stronger effect; GST-tagged Rac1 F28L mutant substrate;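 active = first-screen hits whose inhibition reached a set limit at any dose in the follow-up dose series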;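 also: fluorescence reports GDP produced by GAP-driven GTP hydrolysis; strong numbers were not always called active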
KOR beta-arrestin-1 = kappa opioid receptor activators – cell-based, luminescence, uHTS, primary screen (AID 1777); 280,000 tested, 0.02% active; one-dose activation, % at 10 µM; EC50 in µM for titrated hits; KOR beta-arrestin recruitment, luminescence; higher % means a stronger effect; in the data active = activation above about 50%, passing the limit was not always enough; also: a part of the inactive calls stands beside numbers as strong as those of hits
SV40 large T antigen = SV40 large T antigen inhibitors, biochemical (AID 1903). inhibition, % at 20 µM; hits with a dose series show IC50 in µM. 310,000 tested, 0.39% active. SV40 large T antigen ATPase/helicase inhibition assay; higher % means a stronger effect; in the data active = a potency from the dose series; also: strong numbers were not always called active
NOD2 inhibition = inhibition of NOD2-driven NF-kB reporter – cell-based, luminescence, uHTS, HEK293 (AID 1566) | 290,000 tested, 0.63% active | inhibition, % at 4 µM, or EC50 in µM where a hit was titrated | HEK293 NOD2/NF-kB luciferase reporter, luminescence; higher % means a stronger effect; also: many of its hits are not listed in these tables
NOD1 NF-kB reporter = NOD1 signaling inhibitors, primary screen, cell-based, luminescence, uHTS (AID 1578) | NOD1-driven NF-kB luciferase reporter cells, luminescence; higher % means a stronger effect | 290,000 tested, 1% active | inhibition, % at 4 µM, or EC50 in µM where a hit was titrated; in the data active = inhibition mostly above about 36%, no sharp cut-off; inactive = mostly below about 34%;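 also: HEK-293T reporter cells stimulated with the NOD1 agonist gamma-tri-DAP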
KOR beta-arrestin-2 = KOR antagonists, beta-arrestin recruitment, cell-based, luminescence, uHTS (AID 1778). KOR beta-arrestin recruitment, luminescence, antagonist mode; higher % means a stronger effect. inhibition, % at 10 µM; hits with a dose series show IC50 in µM. 290,000 tested, 0.091% active; also: strong numbers were not always called active
HIV peptide binding = cell-free HIV fusion peptide-binding blockers – biochemical, uHTS, fluorescence dequenching, primary screen (AID 1986); cell-free peptide binding, fluorescence dequenching, 30 min; higher % means a stronger effect; inhibition, % at 20 µM; hits with a dose series show IC50 in µM; 290,000 tested, 0.3% active; in the data active = inhibition mostly above about 52%, no sharp cut-off; inactive = mostly below about 76%; also: some results filed as inactive read as strong as hits
GPR55 LPI antagonism = GPR55 antagonists blocking LPI-driven arrestin recruitment, primary screen, imaging, U2OS, beta-arrestin-GFP, LPI agonist (AID 2013). 290,000 tested, 0.13% active. inhibition, % at 10 µM, or IC50 in µM where a hit was titrated. U2OS GPR55 beta-arrestin-GFP translocation imaging, LPI antagonism; higher % means a stronger effect;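 active = spots per cell inhibited over 60%, with over 100 cells counted and total cytoplasm intensity under 500,000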;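 also: U2OS cells stably carrying GPR55 and arrestin-GFP stimulated by 5 µM LPI near EC80; imaged beta-arrestin-GFP aggregate spots per cell after agonist stimulation; plate controls were LPI-stimulated DMSO wells for no effect and DMSO wells without LPI for full effect; some results filed as inactive read as strong as hits; confirmed hits need IC50 under 10 µM and bright autofluorescent wells are also inconclusive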
GPR55 activation = selective activators of receptor GPR55 – imaging, U2OS cells, beta-arrestin-GFP redistribution, primary screen (AID 1961); U2OS GPR55 beta-arrestin-GFP redistribution imaging; higher % means a stronger effect; 290,000 tested, 0.048% active; activation, % at 10 µM, or EC50 in µM where a hit was titrated;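 active = activation above 40% with more than 50 cells counted in the well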;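 also: U2OS osteosarcoma cells stably expressing GPR55 and beta-arrestin-GFP; plate controls were DMSO negative control for no effect and LPI positive control for full effect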
* hit, by the source's call; · = no result given; & = joins results of further samples; [ ] = dose if it differs, or a comment. Rule as the data show it, unless noted: active = inhibition above about 50%; inactive = the rest. Only part of the results is shown, so the mix of outcomes need not match the whole.

nr	MgcRacGAP inhibition	KOR beta-arrestin-1	SV40 large T antigen	NOD2 inhibition	NOD1 NF-kB reporter	KOR beta-arrestin-2	HIV peptide binding	GPR55 LPI antagonism	GPR55 activation	molecule
1	6%	-2.1%	4%	2%	32%	7%	-2.3%	8%	0.6%	CCN(CC)S(=O)(=O)c1ccc(C)c(NC(=O)CN2C(=O)NC3(CCCC3)C2=O)c1
2	3%	3.9%	7%	-39%	4%	-44%	-0.1%	1%	1.0%	CC(=O)Nc1ccc(NC(=O)C(C)OC(=O)c2ccc(N(C)C)cc2)cc1 (configuration not stated)
3	1%	2.0%	3%	-40%	2%	-24%	1.4%	-6%	1.0%	Cc1cc(S(=O)(=O)NCCCN2CCOCC2)c(Cl)cc1Cl
4	6%	3.0%	6%	10%	-8%	13%	-2.7%	-13%	-0.1%	CO/N=C(\Cn1ncc(NC2CCCCC2)c(Br)c1=O)c1ccc(Cl)cc1
5	9%	2.0%	13%	11%	14%	12%	1.5%	12%	0.5%	CCN1CCS/C1=C/C=C/C1=[N+](CC)CCS1
6	2%	0.2%	5%	10%	-12%	14%	1.5%	-1%	-0.1%	CC1(C)CC(=O)C2=C(C1)OC(N)=C(C#N)C2C1C=CCCC1 (configuration not stated)
7	5%	5.5%	4%	-4%	-15%	-38%	2.0%	11%	-0.2%	Cc1ccc2nsnc2c1NC(=O)c1ccc2c(c1)OCCO2
8	6%	0.2%	2%	14%	13%	-1%	1.9%	37%	-0.1%	O=C(OCc1nc2ccccc2[nH]1)C12CC3CC(CC(C3)C1)C2
9	-3%	-3.9%	4%	-31%	-55%	-19%	-0.6%	1%	-0.2%	CC(=O)Oc1ccc2c(=O)c(-c3ccccc3)coc2c1
10	113µM*	-8.1%	-2%	7%	-23%	-2%	2.2%	14%	-0.2%	COc1cc(CNCc2ccccc2C(F)(F)F)cc(OC)c1
11	5%	9.5%	13%	-4%	-8%	11%	5.1%	1%	-0.1%	COc1ccc(-n2cnnc2SCc2ncc(-c3ccccc3)o2)cc1
12	6%	4.4%	2%	8%	33%	-12%	-1.9%	-14%	-0.1%	O=C(NC1CCCCC1)C(c1ccc2ncccc2c1)N(Cc1cccs1)C(=O)c1cccs1 (configuration not stated)
13	7%	-1.2%	-1%	-2%	-2%	9%	-0.9%	19%	-0.1%	NC(=O)CSc1nnc(C2CC2)n1Cc1ccccc1
14	-2%	0.8%	·	-8%	-20%	0%[20 µM]	1.0%	17%	-0.1%	Cc1ccc2nc(-c3ccccc3)c(-c3ccccc3)nc2c1
15	·	·	9%	12%	-10%	9%	-0.2%	-9%	0.4%	CC(/C=N\NC(=O)Cn1cncn1)=C/c1ccc(C(C)C)cc1
16	2%	-6.3%	6%	8%	-2%	-2%	0.8%	-6%	-0.1%	COCCN1Cc2cccc(C(=O)NCCc3ccccc3)c2C1=O
17	22%	1.7%	3%	-14%	-21%	-14%	1.2%	-20%	0.2%	CCOC(=O)C1CCN(Cc2cn[nH]c2-c2ccc(C)cc2)CC1
18	4%	·	11%	-14%	-40%	-71%[20 µM]	-0.5%	2%	-0.1%	CN1CCN(C(=O)c2cc(COc3c(F)cccc3F)on2)CC1c1ccccc1 (configuration not stated)
19	3%	-6.4%	10%	-5%	-24%	10%	-1.2%	8%	0.2%	CC(=O)Nc1sc(N/N=C\c2ccccc2F)nc1-c1cccs1
20	14%	2.3%	3%	-14%	-10%	-29%	-0.5%	5%	-0.3%	N#CC1=C2C=CC=CN2CC1=O
21	1%	-6.0%	-1%	2%	5%	9%	0.1%	4%	-0.2%	Brc1ccc(-c2noc(COc3ccc4ccccc4c3)n2)o1
22	5%	0.6%	21%	-4%	-56%	-30%	-0.3%	-5%	-0.2%	Cc1ccccc1C(=O)NNC(=O)c1cc(N)cc([N+](=O)[O-])c1
23	10%	0.5%	9%	11%	4%	-1%	2.7%	14%	0.0%	COCCCNC(=O)c1cc(Nc2ccc(OC)cc2OC)nc2ccccc12
24	10%	-4.0%	13%	-1%	-6%	22%	-1.3%	9%	-0.1%	COc1cc(C)c(Br)cc1S(=O)(=O)N1CCCC1
25	-3%	-1.4%	0%&23%	0%	27%	-18%	-3.1%	-4%	0.1%	C#CCN(C)Cc1ccccc1
26	0%	1.7%	13%	10%	20%	-3%	-2.5%	8%	-0.2%	CCN1CCN(c2nc3sc4c(c3c(=O)n2-c2ccc(OC)cc2)CCCCC4)CC1
27	7%	-4.4%	15%	-4%	-8%	6%	0.1%	-2%	0.0%	CCOC(=O)c1c(C)[n+](-c2ccc(C)cc2)c(CC)c2cc(OC)c(OC)cc12
28	3%	2.0%	12%	-104%	-15%	-21%	0.4%	-8%	-0.5%	COc1ccc2cc(CCC(C)=O)ccc2c1
29	5%	-3.4%	1%	5%	-20%	-3%	-2.7%	3%	-0.1%	Cc1cc(C(=O)N/N=C/C=C/c2ccc([N+](=O)[O-])cc2)n[nH]1
30	2%	0.1%	7%	12%	15%	-15%	-1.5%	6%	-0.1%	CCOc1cc(C(=S)N2CCCCC2)ccc1OS(=O)(=O)c1ccc(Br)cc1
31	-3%	3.7%	0%	4%	-24%	-10%	4.2%	10%	0.1%	Nc1cc(=O)nc(SCC(=O)NC2CCCCC2)n1-c1ccccc1
32	-1%	2.5%	7%	-24%	-29%	7%	-0.9%	-3%	0.1%	CCCCNC(=O)N1CCN(C(=O)c2ccco2)CC1
33	11%	1.8%	2%	4%	-1%	18%	-1.8%	6%	-0.2%	COc1ccc(N(CC(=O)N2CCC(C)CC2)S(=O)(=O)c2c(C)nn(C)c2C)cc1
34	4%	-2.4%	19%	10%	-33%	2%	2.5%	2%	0.1%	Cc1cc(C)nc(SCC(=O)NC2CCCC2)n1
35	7%	-0.1%	11%	8%	28%	-44%	-3.2%	-12%	0.8%	C/C=C/Cn1c(N(C)Cc2ccccc2)nc2c1c(=O)[nH]c(=O)n2C
36	5%	3.3%	-2%	14%	22%	-43%	-1.8%	9%	0.2%	Cc1c(C(=O)NC2CCCc3ccccc32)oc2ccccc12 (configuration not stated)
37	13%	-7.8%	3%	25%	-3%	-5%	26%	10%	-0.1%	Cc1csc(-c2cnn(-c3ccccc3)c2NC(=O)c2ccc(C(F)(F)F)cc2)n1
38	7%	-5.3%	7%	-12%	-42%	-11%[20 µM]	2.4%	3%	-0.2%	CC(=O)N/C(=C/c1ccc2c(c1)OCO2)C(=O)N1CCOCC1
39	4%	-7.7%	6%	-8%	-25%	-25%	2.0%	-25%	-0.2%	CCn1c(=O)cc(SCC(=O)NCc2ccc(C)o2)c2ccccc21
40	6%	8.0%	5%	6%	30%	-12%	0.7%	-15%	0.4%	CC(C)(C)c1ccc(C(=O)N2CCN(CCNC(=O)C(=O)NCc3ccccc3)CC2)cc1
41	14%	0.0%	7%	10%	-8%	23%	-0.7%	7%	-0.1%	Oc1ccc(Cl)cc1CNc1ccccn1
42	25%	-1.6%	4%	20%	2%	-27%	-1.1%	6%	-0.1%	CCN(CC)CCNC(=O)c1cc2c(=O)n(CC)c3ccccc3c2s1
43	3%	3.3%	-1%	·	·	0%	0.9%	24%	-0.1%	CCN(CC(=O)Nc1ccc([N+](=O)[O-])cc1OC)c1ccccc1
44	26%	-1.5%	38%	8%	-23%	-7%	-1.3%	15%	0.2%	Cc1cc(-c2n[nH]c(=S)n2/N=C/c2ccc(C)s2)n[nH]1
45	5%	3.5%	26%	6%	14%	-2%	-0.4%	-14%	0.2%	CCOc1ccc(N(CC(=O)NCCSCc2ccccc2)S(=O)(=O)c2ccccc2)cc1
46	·	-5.8%	4%	20%	-2%	14%	-1.7%	9%	0.2%	Cc1ccc(S(=O)(=O)N(C)C)cc1NC(=O)Nc1c(-c2ccccc2)noc1C
47	4%	4.5%	13%	6%	-10%	-28%	-0.4%	0%	1.4%	CN(C)NC(=O)c1ccsc1NC(=O)c1ccc(S(=O)(=O)N2CCCC2)cc1
48	13%	3.2%	5%	-3%	-15%	-38%	1.2%	19%	-0.1%	COc1ccc(C2CC(c3ccc4ccccc4c3OC(C)=O)=NN2C(=O)/C=C/c2ccccc2)cc1 (configuration not stated)
49	13%	3.6%	5%	-4%	-7%	11%	0.8%	24%	0.9%	C[C@H]1C=C(C(=O)NC2CC2)O[C@@H](OCc2ccc(CO)cc2)C1
50	5%	-1.5%	13%	11%	3%	-14%	3.1%	5%	-0.3%	Clc1ncnc2scc(-c3ccccc3)c12
51	-3%	3.9%	0%	-9%	16%	-26%	-1.2%	2%	0.2%	CN=C1SC(CC(=O)Nc2cc(Cl)ccc2Cl)C(=O)N1C (configuration not stated)
52	1%	-3.2%	1%	-55%	-40%	6%	1.0%	8%	-0.4%	CCS(=O)(=O)N1Cc2ccccc2CC1C(=O)Nc1cccc(C)c1 (configuration not stated)
53	6%	-2.9%	4%	26%	-10%	8%	-0.2%	16%	0.2%	Cc1ccccc1NC(=O)COC(=O)Cc1ccsc1
54	12%	-3.8%	-1%	8%	20%	-20%	1.0%	-11%	0.6%	CCOC(=O)C1CCN(C(=O)CCc2nnc3ccc(NCCCN4CCCC4=O)nn23)CC1
55	13%	-3.0%	11%	5%	-8%	12%	-0.3%	4%	2.5%	C/C(=N\NC(N)=S)c1ccccc1
56	10%	-0.6%	5%	25%	4%	-35%	-1.1%	-4%	-0.4%	CN(C)CCN(Cc1ccccc1)C(=O)C1CCN(c2ncnc3c2nc2n3CCCCC2)CC1
57	14%	2.4%	9%	26%	-9%	-23%[20 µM]	1.9%	-6%	0.6%	CCOc1ccc(NC(=O)c2cccc3c2C(=O)N(CC2CCCO2)C3)cc1 (configuration not stated)
58	4%	2.7%	17%	3%	12%	31%	-0.6%	-6%	-0.5%	Cc1nc(N2CCN(c3ccccn3)CC2)c2c(C)c(C(=O)Nc3ccc(F)cc3F)sc2n1
59	1%	0.6%	7%	-2%	-24%	42%	2.1%	7%	0.4%	O=C(O)c1cccc(N2C(=O)Nc3ccccc3N2O)c1
60	5%	-0.6%	19%	26%	41%	-28%	-2.3%	22%	0.5%	O=C(COc1ccc2ccccc2c1)Nc1ccc(Cc2ccncc2)cc1
61	5%	1.0%	6%	-4%	-40%	1%	1.6%	-6%	-0.1%	CCOc1ccc(N(CC)S(=O)(=O)c2ccc3c(c2)oc(=O)n3C)cc1
62	1%	6.4%	5%	2%	12%	11%	-0.9%	-8%	-0.3%	Cc1cc(NC(=O)c2c(-c3ccccc3Cl)noc2C)no1

Some of the entries above, reformatted:
#54 CCOC(=O)C1CCN(C(=O)CCc2nnc3ccc(NCCCN4CCCC4=O)nn23)CC1
  MgcRacGAP inhibition = 12%	KOR beta-arrestin-1 = -3.8%	SV40 large T antigen = -1%	NOD2 inhibition = 8%	NOD1 NF-kB reporter = 20%	KOR beta-arrestin-2 = -20%	HIV peptide binding = 1.0%	GPR55 LPI antagonism = -11%	GPR55 activation = 0.6%

#55 C/C(=N\NC(N)=S)c1ccccc1
  MgcRacGAP inhibition = 13%	KOR beta-arrestin-1 = -3.0%	SV40 large T antigen = 11%	NOD2 inhibition = 5%	NOD1 NF-kB reporter = -8%	KOR beta-arrestin-2 = 12%	HIV peptide binding = -0.3%	GPR55 LPI antagonism = 4%	GPR55 activation = 2.5%
